MsrA inh: bovine MsrA inhibition. purified bovine MsrA, absorbance read-out. inhibition, % at 15.5 µM. 360,000 tested, 0.75% active. AID 651718; in the data active = inhibition above about 4.5%;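 note: 0% = vehicle wells with enzyme and 100% = reference inhibitor wells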
SKN-1 block: inhibitors of C. elegans SKN-1. C. elegans VP596 Pgst-4::GFP/RFP ratio, acrylamide-induced, 24 h. inhibition, % at 21.8 µM. 360,000 tested, 0.49% active. AID 624304;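 active = interference check ratio from 0.5 to 1.5 plus GFP to RFP signal ratio inhibition reaching or exceeding a fixed threshold, cut at about 30% in these data, passing the limit was not always enough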; note: some compounds called inactive have numbers as strong as hits
Tb MetRS inh: blocks T. brucei methionyl-tRNA synthetase activity | inhibition, % at 11.9 µM | 360,000 tested, 0.4% active | purified T. brucei MetRS, ATP depletion, Kinase-Glo luminescence | AID 624268;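 active = inhibition above a per-plate cutoff of the control wells' mean inhibition plus 3 SD, cut at about 5.5% in these data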;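 note: 0% = DMSO wells median and 100% = median of wells with control inhibitor compound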
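Dosing: 11.9 µM single point; system: parasite MetRS enzyme; technique: luminescence of leftover ATP; times: 15 min enzyme-compound preincubation, 2 h reaction, 10 min detection, 25 °C; replicates: each compound tested once; read-out basis: percent inhibition relative to median high and low control wells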
NRP1-CendR mod: modulators of CendR peptide binding to human neuropilin-1; O14786; FAM-RPARPAR peptide binding to NRP-1, fluorescence polarization; inhibition, % at 25 µM; 360,000 tested, 0.85% active; AID 602438;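 active = inhibition or corrected inhibition above about 18%, plus a signal ratio from 0.5 to 1.5, limit read from the data, passing the limit was not always enough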; note: strong numbers were not always called active
E coli Lon inh: inhibits E. coli Lon protease; inhibition, % at 7.94 µM; purified E. coli Lon protease, fluorescence polarization; P0A9M0; 360,000 tested, 0.42% active; in the data active = inhibition above about 13%, passing the limit was not always enough;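 note: 0% = enzyme with probe and DMSO and 100% = no enzyme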
MLLE-PAM2 inh: blocks PAM2 peptide binding to the PABP1 MLLE domain. GST-MLLE / FITC-PAM2 fluorescence polarization. inhibition, % at 20 µM. P11940. AID 588489. 360,000 tested, 0.36% active; in the data active = inhibition above about 35%, passing the limit was not always enough;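 note: plate controls were DMSO wells with GST-MLLE for no effect and wells lacking GST-MLLE protein for full effect; some results filed as inactive read as strong as hits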
MsrA act: bovine methionine sulfoxide reductase A activation | purified bovine MsrA, absorbance read-out | activation, % at 10.6 µM | 360,000 tested, 0.3% active | AID 602163; in the data active = activation above about 7.5%;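 note: 0% = vehicle and 100% = reference activator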
FAS TE block: inhibitors of human fatty acid synthase thioesterase domain; P49327; recombinant FAS-TE, OMFH fluorogenic substrate, fluorescence endpoint; inhibition, % at 15 µM; 360,000 tested, 0.67% active;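 active = compounds whose normalised, plate-corrected inhibition of enzyme fluorescence in the single-dose primary screen is 50% or more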;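 note: 0% = DMSO with enzyme and 100% = substrate without enzyme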
Target sequence (P49327 whole entry, looked up, the tested form may be a part): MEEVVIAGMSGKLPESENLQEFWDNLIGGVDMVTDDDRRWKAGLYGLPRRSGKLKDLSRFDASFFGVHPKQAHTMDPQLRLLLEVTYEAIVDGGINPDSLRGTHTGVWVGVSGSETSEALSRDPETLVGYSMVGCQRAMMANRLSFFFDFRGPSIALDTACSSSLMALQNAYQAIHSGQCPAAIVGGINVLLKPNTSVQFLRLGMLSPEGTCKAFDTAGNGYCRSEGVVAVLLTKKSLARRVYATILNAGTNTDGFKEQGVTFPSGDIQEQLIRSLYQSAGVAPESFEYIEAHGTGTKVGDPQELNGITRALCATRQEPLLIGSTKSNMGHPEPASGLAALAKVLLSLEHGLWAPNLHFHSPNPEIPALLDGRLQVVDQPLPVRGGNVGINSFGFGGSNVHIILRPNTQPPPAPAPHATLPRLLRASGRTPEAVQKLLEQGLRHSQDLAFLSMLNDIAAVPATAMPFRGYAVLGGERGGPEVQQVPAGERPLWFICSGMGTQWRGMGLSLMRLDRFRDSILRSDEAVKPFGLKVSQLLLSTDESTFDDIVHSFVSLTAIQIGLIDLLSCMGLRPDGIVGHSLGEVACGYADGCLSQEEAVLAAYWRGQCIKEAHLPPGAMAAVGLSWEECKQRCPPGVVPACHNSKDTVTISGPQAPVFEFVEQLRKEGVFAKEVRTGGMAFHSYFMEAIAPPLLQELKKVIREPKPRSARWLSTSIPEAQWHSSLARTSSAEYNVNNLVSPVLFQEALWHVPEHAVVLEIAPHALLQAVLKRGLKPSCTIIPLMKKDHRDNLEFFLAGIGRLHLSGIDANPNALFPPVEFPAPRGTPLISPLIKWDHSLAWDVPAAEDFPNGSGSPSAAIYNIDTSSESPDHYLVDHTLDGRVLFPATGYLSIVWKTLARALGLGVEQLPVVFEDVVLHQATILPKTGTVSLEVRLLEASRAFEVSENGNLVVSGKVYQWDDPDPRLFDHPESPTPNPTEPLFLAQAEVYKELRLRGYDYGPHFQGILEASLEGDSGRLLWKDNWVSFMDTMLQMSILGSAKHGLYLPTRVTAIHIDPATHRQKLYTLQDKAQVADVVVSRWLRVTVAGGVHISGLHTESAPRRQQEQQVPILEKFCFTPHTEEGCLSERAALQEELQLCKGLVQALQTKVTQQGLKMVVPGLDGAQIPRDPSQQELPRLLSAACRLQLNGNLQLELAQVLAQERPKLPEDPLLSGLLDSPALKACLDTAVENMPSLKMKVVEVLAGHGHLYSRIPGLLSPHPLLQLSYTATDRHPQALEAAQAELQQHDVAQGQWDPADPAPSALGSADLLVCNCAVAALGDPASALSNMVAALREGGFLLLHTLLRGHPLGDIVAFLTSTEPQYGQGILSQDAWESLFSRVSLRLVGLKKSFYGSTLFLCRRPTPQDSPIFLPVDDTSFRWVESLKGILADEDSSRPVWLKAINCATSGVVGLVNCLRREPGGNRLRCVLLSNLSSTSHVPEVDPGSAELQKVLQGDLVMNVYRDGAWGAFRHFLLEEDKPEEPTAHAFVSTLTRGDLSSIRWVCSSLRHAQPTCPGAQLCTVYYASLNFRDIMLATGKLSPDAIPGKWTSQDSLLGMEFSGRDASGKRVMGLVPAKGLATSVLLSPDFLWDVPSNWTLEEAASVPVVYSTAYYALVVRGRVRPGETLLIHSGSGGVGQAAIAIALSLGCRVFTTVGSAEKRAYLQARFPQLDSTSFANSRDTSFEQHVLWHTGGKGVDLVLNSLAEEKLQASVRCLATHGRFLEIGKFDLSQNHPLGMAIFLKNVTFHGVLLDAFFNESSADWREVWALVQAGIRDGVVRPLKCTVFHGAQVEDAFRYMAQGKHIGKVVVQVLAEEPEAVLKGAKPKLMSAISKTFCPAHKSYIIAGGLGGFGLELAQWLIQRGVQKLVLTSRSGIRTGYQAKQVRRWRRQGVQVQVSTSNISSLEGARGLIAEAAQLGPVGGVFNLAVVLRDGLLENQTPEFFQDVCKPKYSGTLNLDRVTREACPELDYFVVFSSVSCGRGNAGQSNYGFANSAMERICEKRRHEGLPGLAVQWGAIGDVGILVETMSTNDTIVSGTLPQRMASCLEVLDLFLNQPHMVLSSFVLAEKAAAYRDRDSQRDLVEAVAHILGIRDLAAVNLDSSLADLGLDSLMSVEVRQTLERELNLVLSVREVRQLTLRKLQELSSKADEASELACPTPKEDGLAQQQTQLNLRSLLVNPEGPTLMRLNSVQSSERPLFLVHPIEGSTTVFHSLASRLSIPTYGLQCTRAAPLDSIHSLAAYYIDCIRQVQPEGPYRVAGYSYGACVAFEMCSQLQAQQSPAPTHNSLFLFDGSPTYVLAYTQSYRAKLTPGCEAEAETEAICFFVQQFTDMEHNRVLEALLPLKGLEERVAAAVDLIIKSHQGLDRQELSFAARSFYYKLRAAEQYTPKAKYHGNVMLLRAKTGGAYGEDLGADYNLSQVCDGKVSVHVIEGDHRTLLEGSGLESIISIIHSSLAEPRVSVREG
MT1-MMP act inh: inhibitors of human MT1-MMP activation; P50281; 360,000 tested, 0.061% active; AID 651647; GFP/RFP ratio change, % at 20 µM; HT1080 RFP-PRO-GFP cells, GFP/RFP ratio fluorescence, overnight; percent of plate control window, DMSO zero;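 active = GFP/RFP ratio change of at least 30% with cell ATP level not reduced by more than half and red fluorescence within 50% of control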; note: strong numbers were not always called active
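Test system: HT1080 RFP-PRO-GFP cells; Benchmarks: DMSO and RFP-L50D-GFP cell wells; Timing: cells overnight before dosing, compound overnight, 37 °C, 5% CO2; Compound: one 20 µM compound dose with 1% DMSO; Read-out: GFP/RFP fluorescence ratio.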
Active calls of the source: *; x = not tested or not shown.

1: CCN(C(=O)c1ccc(S(=O)(=O)N2CCC(C)CC2)cc1)C1CCS(=O)(=O)C1 (centres undefined)
2: CN1CCN(c2nc(Nc3cccc(C(F)(F)F)c3)nc(N3CCOCC3)n2)CC1
3: Cc1ccc(S(=O)(=O)/C(C#N)=C/c2ccccc2OCc2ccccc2)cc1
4: C=CCOC(=O)C1=C(C)N(C)C(=O)NC1c1cc2c(cc1Br)OCO2 (centres undefined)
5: Cc1ccc(N2C(=O)CN(Cc3cccs3)C2=S)cc1C
6: O=C(CN(Cc1ccc(F)cc1)C(=O)CNS(=O)(=O)c1ccc(Cl)cc1)NCC1CCCO1 (centres undefined)

compound no.	1	2	3	4	5	6
MsrA inh	-0.4	-1.3	0.5	-0.1	-0.7	0.0
SKN-1 block	10	4	7	-21	-1	1
Tb MetRS inh	-0.1	-0.7	-0.3	-1.6	0.8	0.0
NRP1-CendR mod	2	-9	1	-4	10	0
E coli Lon inh	-9	5	-3	-5	-2	-5
MLLE-PAM2 inh	3	2	-3	-1	4	-4
MsrA act	-1	4	-9	-3	-3	-3
FAS TE block	-1	6	-1	2	0	2
MT1-MMP act inh	-8	-11	-3	4	-1	-1

7: O=S(=O)(c1ccccc1)N1CCN(c2nnnn2-c2ccccc2)CC1
8: CC(=O)Nc1ccc(SCC(=O)Nc2sccc2C#N)cc1
9: CC(C)(C)NC(=O)CN(C(=O)CS(=O)CC(=O)Nc1ccc(F)cc1)c1ccccc1F (centres undefined)
10: CC(C)(C)NC(=O)NC(=O)COC(=O)c1cccc(S(=O)(=O)N2CCCCC2)c1
11: COc1cc(C)ccc1OC(C)C(=O)Nc1ccc(N2CCCCC2)cc1 (centres undefined)
12: COc1ccccc1C(=O)Nc1ccc(S(=O)(=O)N2CCC(C)CC2)cc1

compound no.	7	8	9	10	11	12
MsrA inh	1.9	-0.7	1.2	0.0	0.8	0.2
SKN-1 block	5	2	4	12	2	14
Tb MetRS inh	-1.8	-0.4	-0.6	-0.2	0.2	-0.2
NRP1-CendR mod	-8	-13	5	0	-1	14
E coli Lon inh	-12	2	5	10	-2	2
MLLE-PAM2 inh	1	29	1	3	-3	7
MsrA act	-1	0	-2	6	-5	-3
FAS TE block	-9	0	-2	39	15	22
MT1-MMP act inh	6	-4	0	6	4	-3

An excerpt from above in order of SMILES length, rising.
8: CC(=O)Nc1ccc(SCC(=O)Nc2sccc2C#N)cc1
11: COc1cc(C)ccc1OC(C)C(=O)Nc1ccc(N2CCCCC2)cc1 (centres undefined)
7: O=S(=O)(c1ccccc1)N1CCN(c2nnnn2-c2ccccc2)CC1
12: COc1ccccc1C(=O)Nc1ccc(S(=O)(=O)N2CCC(C)CC2)cc1

compound no.	8	11	7	12
MsrA inh	-0.7	0.8	1.9	0.2
SKN-1 block	2	2	5	14
Tb MetRS inh	-0.4	0.2	-1.8	-0.2
NRP1-CendR mod	-13	-1	-8	14
E coli Lon inh	2	-2	-12	2
MLLE-PAM2 inh	29	-3	1	7
MsrA act	0	-5	-1	-3
FAS TE block	0	15	-9	22
MT1-MMP act inh	-4	4	6	-3

Continuation:
13: COc1ccc(CNC(=O)C/C(C)=N/NC(=O)c2ccccc2OC)cc1
14: COc1ccc(C(=O)Nc2ccc(C)cn2)cc1S(=O)(=O)N1CCCc2ccccc21
15: CC(=O)c1c(C)[nH]c(C(=O)Nc2cccc(C#N)c2)c1C
16: CCOc1ccc(Br)cc1CSC(=N)N
17: CCOc1cc(C(=O)Nc2nnc(S(=O)(=O)N3CCOCC3)s2)cc(OCC)c1OCC
18: CC(Cc1c[nH]c2ccccc12)C(=O)NCc1ccco1 (centres undefined)

compound no.	13	14	15	16	17	18
MsrA inh	-0.4	-0.5	1.5	-0.2	-0.1	-1.1
SKN-1 block	-3	0	-2	0	4	-4
Tb MetRS inh	-0.1	-0.2	-0.3	0.7	0.0	-0.6
NRP1-CendR mod	9	-10	4	-1	0	-3
E coli Lon inh	5	-1	7	-6	5	4
MLLE-PAM2 inh	2	-6	-5	-12	7	-4
MsrA act	-2	-2	-3	-3	2	-2
FAS TE block	-4	18	0	-34	-1	-4
MT1-MMP act inh	-1	4	7	-1	-1	-3

19: CC(=O)Nc1cccc(-c2cc(NC(C)=O)c3ncc(-c4ccc(C(C)=O)cc4)n3c2)c1
20: COc1ccc(-c2nnc(SCC(=O)NCCC(C)C)nc2-c2ccc(OC)c(OC)c2)cc1OC
21: CCN=C1SCC(=O)N1c1ccc(OC)cc1
22: Cc1onc(-c2ccccc2)c1C(=O)Nc1nnc(N2CCCCCC2)s1
23: CCOC(=O)N1CCN(c2c(NCc3cccs3)c(=O)c2=O)CC1
24: CC(=O)NC1C(OCc2ccccc2)OC(COC(C)=O)C(OC(C)=O)C1OC(C)=O (centres undefined)

compound no.	19	20	21	22	23	24
MsrA inh	2.1	2.6	0.4	2.2	0.8	-1.6
SKN-1 block	-1	0	-7	13	1	5
Tb MetRS inh	-0.3	-0.4	0.5	-0.8	-0.3	-0.3
NRP1-CendR mod	-17	1	4	4	-3	2
E coli Lon inh	-7	-14	-2	-3	1	-6
MLLE-PAM2 inh	-11	0	-5	-7	-4	-1
MsrA act	-7	-4	4	-5	1	-5
FAS TE block	0	-2	-5	-4	-2	-13
MT1-MMP act inh	-1	-3	4	0	-8	0

25: COc1ccc(OC)c(N/C(C)=C/C(=O)c2ccccc2)c1
26: Cc1onc(-c2ccccc2Cl)c1C(=O)Nc1ccc(S(=O)(=O)Nc2nccs2)cc1
27: CCOC(=O)C1CCCN(C(=O)c2ccc([N+](=O)[O-])cc2)C1 (centres undefined)
28: CC(=O)Nc1ccccc1-c1cccc2nccn12
29: CC(C)c1nnc(NC(=O)CCC(=O)N2CCN(C3CCCCC3)CC2)s1
30: FCCCOc1ccc(/C=N/OCc2c(Cl)cccc2Cl)cc1

compound no.	25	26	27	28	29	30
MsrA inh	-0.1	1.3	-0.1	1.2	x	1.9
SKN-1 block	-4	7	-1	-6	6	-22
Tb MetRS inh	-0.2	-1.3	-0.1	0.1	0.0	-0.4
NRP1-CendR mod	-8	-1	8	13	-2	3
E coli Lon inh	-16	-6	-6	6	0	-2
MLLE-PAM2 inh	11	-12	-3	3	6	-5
MsrA act	-4	-3	-2	-1	-1	1
FAS TE block	5	-1	-10	-9	-8	17
MT1-MMP act inh	6	-2	0	1	-3	-1

Four compounds out of the list above, sorted by the number in SKN-1 block, falling:
item	Structure	MsrA inh	SKN-1 block	Tb MetRS inh	NRP1-CendR mod	E coli Lon inh	MLLE-PAM2 inh	MsrA act	MT1-MMP act inh
22	Cc1onc(-c2ccccc2)c1C(=O)Nc1nnc(N2CCCCCC2)s1	2.2	13	-0.8	4	-3	-7	-5	0
26	Cc1onc(-c2ccccc2Cl)c1C(=O)Nc1ccc(S(=O)(=O)Nc2nccs2)cc1	1.3	7	-1.3	-1	-6	-12	-3	-2
7	O=S(=O)(c1ccccc1)N1CCN(c2nnnn2-c2ccccc2)CC1	1.9	5	-1.8	-8	-12	1	-1	6
20	COc1ccc(-c2nnc(SCC(=O)NCCC(C)C)nc2-c2ccc(OC)c(OC)c2)cc1OC	2.6	0	-0.4	1	-14	0	-4	-3

Additional entries follow.
31: CC1CC(C)CN(C(=O)C2CCCN(S(=O)(=O)c3cccc4nonc34)C2)C1 (centres undefined)
32: CCOC(=O)CSc1nc2sc3c(c2c(=O)n1-c1ccc(C)cc1)CCN(C)C3
33: COC(=O)CSc1nc2nc(C)c(Br)cc2[nH]1
34: N#Cc1c(SCC(N)=O)nc2c(c1-c1ccncc1)CCCC2
35: NCCCCCc1cn(CC(=O)NCCCCCCCCCCC(=O)N2CCNCC2)nn1
36: CC(C)(C)c1ccc(C(=O)C2CCCN(C(=O)C3CCOCC3)C2)cc1 (centres undefined)

compound no.	31	32	33	34	35	36
MsrA inh	0.3	4.6*	-0.4	1.5	0.2	0.1
SKN-1 block	-5	-15	3	15	-4	8
Tb MetRS inh	0.1	-0.4	0.2	-0.7	-0.6	0.3
NRP1-CendR mod	-8	-10	-2	-19	1	0
E coli Lon inh	-5	-15	-4	4	2	-8
MLLE-PAM2 inh	-19	15	-63	1	2	-8
MsrA act	-12	-9	-4	-3	-9	-1
FAS TE block	2	-5	-8	-1	-10	-46
MT1-MMP act inh	-1	-3	-2	0	-1	9

37: O=C1C(=Cc2cccs2)Oc2ccccc21
38: COC(=O)[C@]1(C)N[C@H](CN(C)S(=O)(=O)c2ccc(F)cc2)[C@@H]2C(=O)N(C)C(=O)[C@@H]21
39: c1csc(-c2nn3cnnc3c3ccccc23)c1
40: CCCN1C(=O)c2cc(C(=O)NC3CCCC3)ccc2C1O (centres undefined)
41: Cc1nc(NS(=O)(=O)c2ccccc2)sc1NC(=O)Nc1ccc(Cl)cc1
42: Cc1cccc(C)c1NC(=O)NN1C(C)CCCC1C (centres undefined)
43: CCCC[C@@H]1CNCCN1CCc1cccc(F)c1
44: CN(C)c1ccc(N=c2sc3ccccc3n2C)cc1
45: COC(=O)c1cc(-c2ccc(Br)cc2)c2c(=O)n(C)c(=O)n(C)c2n1

compound no.	37	38	39	40	41	42	43	44	45
MsrA inh	1.6	0.3	0.0	-0.5	1.5	1.4	0.0	-0.4	0.0
SKN-1 block	0	-5	15	-8	6	-6	16	18	5
Tb MetRS inh	-0.1	x	0.0	-0.7	3.8	-0.6	-0.2	-0.7	-0.4
NRP1-CendR mod	3	-2	-16	3	-11	-2	18	-1	3
E coli Lon inh	-14	x	0	9	-3	7	-16	2	-5
MLLE-PAM2 inh	4	-16	-5	10	20	-4	-8	6	11
MsrA act	4	x	-5	2	0	-12	0	0	0
FAS TE block	-3	-6	-1	-4	4	-8	-8	17	0
MT1-MMP act inh	-9	4	2	-6	8	0	-2	-1	-3
